Source: PubChem BioAssay
FN deposit inh – fibronectin deposition inhibition. inhibition, % at 12.6 µM. AID 743247. hit rate 0.086% among 350,000. AH1F fibroblasts, Alexa488-fibronectin deposition fluorescence, overnight;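 active = mean inhibition across replicates of 30% or more, regardless of how many single replicates reach that level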;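 also: positive control wells lacked labelled fibronectin entirely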
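Schedule: 1 h cell adhesion before compound, then overnight fibronectin incubation; test system: AH1F fibroblast monolayer depositing Alexa488-labelled fibronectin into matrix; quantity: 10000 AH1F cells per well; probe or stimulus: fluorescent fibronectin at 24 nM final; signal: fluorescence, ex 485 nm, em 525 nm; evaluation: percent inhibition as loss of matrix-bound fibronectin fluorescence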
RAD54 branch – RAD54 (human) branch migration inhibition | inhibition, % at 10.4 µM | RAD54 Holliday junction branch migration, FAM/BHQ fluorescence | Q92698 | hit rate 0.14% among 360,000;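 active = mean normalized replicate activity at least 40 and at least half of replicates scoring 40 or more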;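 also: 0% = median of neutral control wells and 100% = median of positive control wells; inhibitors cause a drop in the FAM fluorescence signal; in these data hits start at about 50%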
Target sequence (Q92698 whole entry, looked up): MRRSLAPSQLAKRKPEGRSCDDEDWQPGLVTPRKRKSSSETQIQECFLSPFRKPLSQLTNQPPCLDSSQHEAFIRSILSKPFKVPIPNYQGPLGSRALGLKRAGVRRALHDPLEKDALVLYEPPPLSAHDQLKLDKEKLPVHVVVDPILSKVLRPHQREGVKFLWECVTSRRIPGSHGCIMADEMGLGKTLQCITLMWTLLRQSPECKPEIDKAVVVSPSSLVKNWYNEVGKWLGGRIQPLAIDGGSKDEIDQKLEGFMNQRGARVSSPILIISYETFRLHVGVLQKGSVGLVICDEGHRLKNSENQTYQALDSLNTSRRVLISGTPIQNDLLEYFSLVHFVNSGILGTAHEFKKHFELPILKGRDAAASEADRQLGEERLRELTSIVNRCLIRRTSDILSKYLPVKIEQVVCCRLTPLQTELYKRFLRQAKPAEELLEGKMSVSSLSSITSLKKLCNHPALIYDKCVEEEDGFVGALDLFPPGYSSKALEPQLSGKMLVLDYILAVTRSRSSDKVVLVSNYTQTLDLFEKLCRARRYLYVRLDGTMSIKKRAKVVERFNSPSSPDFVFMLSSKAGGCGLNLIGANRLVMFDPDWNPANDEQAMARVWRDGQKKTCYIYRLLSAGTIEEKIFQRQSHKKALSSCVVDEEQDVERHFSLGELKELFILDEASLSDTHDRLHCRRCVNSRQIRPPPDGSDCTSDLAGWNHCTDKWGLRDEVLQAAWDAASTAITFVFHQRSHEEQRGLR
Xi reactivation – X-chromosome reactivation activator | AID 743238 | hit rate 0.055% among 360,000 | XiGFP mouse fibroblasts, % GFP-positive cells imaging, 3 d; cells co-treated with 5-aza-dC sensitizer; scaled so ellipticine positive control = 100% | activation, % at 7.58 µM;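 active = mean normalized replicate activation at least 10% and every replicate at or above 10%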;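 also: 0% = median of on-plate neutral control wells and 100% = ellipticine 6 µM median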
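Schedule: 3 d treatment, 15 min room-temperature fixation; system: 68-5-11 XiGFP fibroblast line; buffer or medium: DMEM plus 5-aza-dC sensitizer; control set: ellipticine 6 µM positive control; compound: one concentration, pinned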
* marks the source's active call; other numbers are inactive results. The list is partial. The share of hits here may be higher or lower than overall.

| structure | FN deposit inh | RAD54 branch | Xi reactivation |
| --- | --- | --- | --- |
| O=C(COc1ccccc1-c1ccccc1)c1ccccc1 | 6 | -7 | 0.0 |
| O=C(O)CC1S/C(=N/N=C/C=C/c2ccccc2[N+](=O)[O-])NC1=O (centres undefined) | 1 | -8 | 0.5 |
| O=C(Cc1ccc(Cl)cc1)NNS(=O)(=O)c1ccc([N+](=O)[O-])cc1 | -5 | -4 | 0.0 |
| O=C1C(Cc2cccc([N+](=O)[O-])c2)SC(=Nc2ccccc2)N1c1ccccc1 (centres undefined) | -6 | -8 | 0.1 |
| O=C(COc1ccc(Br)cc1)NNC(=S)NC(=O)c1ccccc1[N+](=O)[O-] | 4 | 0 | 0.1 |
| O=C1OC(Cc2ccccn2)C(=O)C1=C1SCCS1 (centres undefined) | 12 | 5 | 0.0 |
| O=[N+]([O-])c1ccc(/C=N/n2c(CO)nc3ccccc32)s1 | 3 | 2 | -0.1 |
| CC1(C)CC(=O)C(C(=O)Cc2ccccc2[N+](=O)[O-])C(=O)C1 | -7 | -6 | 0.2 |
| O=C(CCNS(=O)(=O)c1ccc(Cl)cc1)N1CCN(Cc2ccccc2)CC1 | 1 | 7 | -0.1 |
| O=[N+]([O-])c1ccc(NC2CCCC2)cc1 | 4 | -4 | 0.0 |
| COc1ccc2cc(C3(C)NC(=O)N(CC(=O)Nc4c(C)n(C)n(-c5ccccc5)c4=O)C3=O)ccc2c1 (centres undefined) | -7 | -6 | 0.0 |
| CCN1C(=O)/C(=C\c2cccn2-c2ccc([N+](=O)[O-])cc2)N(CC)C1=S | 3 | 1 | 0.2 |

Reprinted at random: 3 compounds from above, in no set order.
| structure | FN deposit inh | RAD54 branch | Xi reactivation |
| --- | --- | --- | --- |
| O=C(Cc1ccc(Cl)cc1)NNS(=O)(=O)c1ccc([N+](=O)[O-])cc1 | -5 | -4 | 0.0 |
| O=C(COc1ccc(Br)cc1)NNC(=S)NC(=O)c1ccccc1[N+](=O)[O-] | 4 | 0 | 0.1 |
| O=[N+]([O-])c1ccc(NC2CCCC2)cc1 | 4 | -4 | 0.0 |

The results go on:
| structure | FN deposit inh | RAD54 branch | Xi reactivation |
| --- | --- | --- | --- |
| CCNC(=S)N(CCc1cccc(C)c1)Cc1cc2cc(OC)c(OC)cc2[nH]c1=O | 6 | 4 | -0.1 |
| CCOC(=O)c1ccc(CN(Cc2ccccc2)S(=O)(=O)c2cccc([N+](=O)[O-])c2)cc1 | 3 | 0 | 0.2 |
| Cc1c(Cl)cccc1NC(=O)CNc1ccccc1F | -2 | 0 | 0.0 |
| Cc1cccc(N2C(=O)C(Oc3ccc(Cl)cc3Cl)C2C(=O)O)c1C (centres undefined) | -2 | -2 | 0.6 |
| Cc1cc(Nc2ccc3c(c2)OCCO3)c2cccc(C)c2n1 | 5 | 65* | 0.1 |
| Cc1ccccc1C(=O)Nc1nnc(-c2ccc(C(C)(C)C)cc2)s1 | 4 | 1 | 0.4 |
| CC(C)CCNC(=O)CO/N=C/c1ccccc1OC(F)F | -1 | -7 | 2.9 |
| Cc1cccc(C(=O)Nc2scc(CC(C)C)c2C(=O)O)c1 | -4 | -9 | 0.0 |
| Cc1cc(F)ccc1NCC(=O)Nc1ccc(Br)cc1C | -6 | 2 | -0.1 |
| CCOC(=O)Cn1c(=NC(=O)c2nc3ccccc3s2)sc2cc(S(N)(=O)=O)ccc21 | -1 | -1 | -0.1 |
| CCN(c1cccc(C)c1)C(C(=O)Nc1ccc(OC)cc1)c1cc2c(cc1[N+](=O)[O-])OCO2 (centres undefined) | -5 | -2 | 0.1 |
| CC1(C)CC2c3cccc(C(=O)O)c3C(=O)N2c2c1ccc1ccccc21 (centres undefined) | 1 | -14 | 0.3 |
| COC(CN(C(=O)CCl)C(C(=O)NC1CCCCC1)c1ccc(C)cc1)OC (centres undefined) | 8 | -15 | 0.1 |
| COc1ccc(CCN2C(=O)NC(NC(=O)CC(C)C)(C(F)(F)F)C2=O)cc1OC (centres undefined) | -8 | -3 | -0.2 |
| CC(C)[C@H](NC(=O)OCc1ccccc1)C(=O)OCC(=O)Nc1c(F)cccc1F | 2 | -3 | 0.3 |
| Cc1cc(Nc2ccccc2)n(C(=O)c2ccccc2)n1 | -3 | 4 | 0.0 |
| COc1ccc(C2CC(c3ccccc3)=NN2C(=O)COC(=O)c2cnc(Cl)c(Cl)c2)cc1 (centres undefined) | 4 | 4 | 0.4 |
| CC(C)=C(NC(=O)c1ccccc1)C(=O)N/N=C(\C)c1ccccc1O | 2 | 1 | 0.0 |
| COc1ccc(-c2cc(C(F)(F)F)nc(SCC(=O)NCc3cnn(C)c3C)n2)cc1OC | 6 | 4 | 0.0 |
| CC(C)c1nnc(NC(=O)CCC(=O)NC2CCCc3ccccc32)s1 (centres undefined) | -2 | -13 | 0.4 |
| Nc1ccnn1Cc1ccc(Br)s1 | 1 | 3 | 0.3 |
| CC(C)=C1C2CCC1C1C(=O)N(c3nc(-c4ccccc4)c(C)s3)C(=O)C21 (centres undefined) | 2 | 2 | -0.3 |
| CCOC(=O)C1=C(C(F)(F)F)Nc2ncnn2C1c1cc(OC)c(OC)cc1OC (centres undefined) | 1 | 8 | 0.0 |
| Cc1nc2nc(SCC(=O)c3ccc([N+](=O)[O-])cc3)[nH]c2cc1Br | 0 | -5 | 4.6 |
| Cn1cc(Br)c(C(=O)N2CCc3ccccc32)n1 | -5 | -1 | 0.0 |
| Cc1nc2ccccn2c1C(=O)N=Nc1c(O)n(CCC(C)C)c2ccccc12 | 5 | -3 | 0.0 |
| C=CCn1c(-c2cccc([N+](=O)[O-])c2)n[nH]c1=S | -1 | -4 | 0.1 |
| Cc1ccc(NC(=O)CCNS(=O)(=O)c2ccccc2)c(C(=O)c2ccccc2)c1 | -7 | 5 | 0.0 |
| COc1ccc(C(NC(=O)C(C)C)c2c(O)ccc3ccccc23)cc1OC (centres undefined) | -1 | 1 | 0.0 |
| CCOC(=O)c1cnn(CCOC(=O)c2ccccc2)c1NC(=O)c1ccccc1 | 2 | -18 | 0.0 |
| Cc1ccc(CNC(=O)CCS(=O)(=O)c2ccc(Cl)cc2)cc1 | 2 | -8 | -0.2 |
| CCCCc1c(O)nc2sccn2c1=O | 9 | -9 | 0.0 |
| Nc1nc(NCc2ccccc2)nc(NCc2ccccc2)c1[N+](=O)[O-] | -5 | -4 | 0.0 |
| Cc1c(-c2cccc(Cl)c2)nc2ccccc2c1C(=O)OCC(=O)Nc1ccc2c(c1)OCO2 | -2 | 9 | 0.0 |
| CC(=O)Nc1ccccc1NC(=O)C/C(C)=N/NC(=O)c1ccc([N+](=O)[O-])c(Cl)c1 | 5 | -8 | 0.2 |
| O=C(O)c1ccc(/C=N/NC(=O)c2ccc(Br)cc2)cc1 | 3 | -6 | 0.0 |
| Cc1ccc(NC(=O)c2ccc(OC(=O)C(C)Oc3ccc(Cl)cc3C)cc2)cc1 (centres undefined) | 2 | -3 | 0.0 |
| Cc1nnc(SCC(=O)N/N=C/c2cc(Cl)c(O)c(Cl)c2)s1 | 11 | -14 | 0.0 |
| Cc1ccc(/C=N/NC(=O)c2cccs2)cc1[N+](=O)[O-] | 10 | -10 | -0.2 |
| CC[n+]1cccc(-c2nc3ccccc3s2)c1 | -6 | 5 | 0.0 |
| O=C(COC(=O)CCCNC(=O)c1ccc(Cl)cc1)Nc1cc(Cl)c(Cl)cc1Cl | 5 | 0 | 0.4 |
| CCCC(=O)NC(=S)N1CCN(c2ccc([N+](=O)[O-])cc2)CC1 | 11 | 6 | 0.0 |
| O=C(CCNC(=O)OCc1ccccc1)NC1CCCCC1 | -1 | 2 | 0.0 |
| Cc1cc2cc(CN(Cc3cccs3)C(=S)NCc3ccco3)c(=O)[nH]c2cc1C | 2 | -2 | 0.2 |
| Cc1nc2ccccc2nc1OCC(=O)NCC(F)(F)F | 5 | 1 | 0.4 |
| CC1(C)Cc2cccc(OCC(=O)N3CCN(c4ccc([N+](=O)[O-])cc4)CC3)c2O1 | 2 | 2 | 0.1 |
| COc1ccc(/C=N/NC(=O)Cn2nc(C)c([N+](=O)[O-])c2C)cc1 | -15 | -14 | -0.1 |
| Cc1ccc(C(=O)CC(Nc2ccc(F)cc2)c2ccccc2)cc1 (centres undefined) | -3 | -7 | -0.1 |

Arranged by SMILES length (high to low): some entries from above.
| structure | FN deposit inh | RAD54 branch | Xi reactivation |
| --- | --- | --- | --- |
| CC(=O)Nc1ccccc1NC(=O)C/C(C)=N/NC(=O)c1ccc([N+](=O)[O-])c(Cl)c1 | 5 | -8 | 0.2 |
| Cc1c(-c2cccc(Cl)c2)nc2ccccc2c1C(=O)OCC(=O)Nc1ccc2c(c1)OCO2 | -2 | 9 | 0.0 |
| O=C(COC(=O)CCCNC(=O)c1ccc(Cl)cc1)Nc1cc(Cl)c(Cl)cc1Cl | 5 | 0 | 0.4 |
| Cc1cc2cc(CN(Cc3cccs3)C(=S)NCc3ccco3)c(=O)[nH]c2cc1C | 2 | -2 | 0.2 |
| COc1ccc(/C=N/NC(=O)Cn2nc(C)c([N+](=O)[O-])c2C)cc1 | -15 | -14 | -0.1 |
| CCOC(=O)c1cnn(CCOC(=O)c2ccccc2)c1NC(=O)c1ccccc1 | 2 | -18 | 0.0 |
| CCCC(=O)NC(=S)N1CCN(c2ccc([N+](=O)[O-])cc2)CC1 | 11 | 6 | 0.0 |
| Nc1nc(NCc2ccccc2)nc(NCc2ccccc2)c1[N+](=O)[O-] | -5 | -4 | 0.0 |
| Cc1nnc(SCC(=O)N/N=C/c2cc(Cl)c(O)c(Cl)c2)s1 | 11 | -14 | 0.0 |
| Cc1ccc(CNC(=O)CCS(=O)(=O)c2ccc(Cl)cc2)cc1 | 2 | -8 | -0.2 |
| Cc1ccc(C(=O)CC(Nc2ccc(F)cc2)c2ccccc2)cc1 (centres undefined) | -3 | -7 | -0.1 |
| O=C(O)c1ccc(/C=N/NC(=O)c2ccc(Br)cc2)cc1 | 3 | -6 | 0.0 |
| O=C(CCNC(=O)OCc1ccccc1)NC1CCCCC1 | -1 | 2 | 0.0 |
| CC[n+]1cccc(-c2nc3ccccc3s2)c1 | -6 | 5 | 0.0 |
| CCCCc1c(O)nc2sccn2c1=O | 9 | -9 | 0.0 |

(continued)
| structure | FN deposit inh | RAD54 branch | Xi reactivation |
| --- | --- | --- | --- |
| COC(=O)C(C)(C)ONC(=O)Nc1ccc(C)cc1 | -6 | 10 | 0.2 |
| COc1cc(NS(=O)(=O)c2ccc(NC(=S)NC(=O)c3sc4ccccc4c3Cl)cc2)nc(OC)n1 | 6 | 2 | 0.0 |
| CCOC(=O)c1cc(-c2ccccc2)n(CCC(=O)N2CCN(c3ccccc3OC)CC2)c1C | -1 | -1 | 0.3 |
| COc1ccc(Br)cc1S(=O)(=O)NCc1ccccc1 | 0 | -5 | 0.1 |
| O=C(NC(=S)Nc1cccc(NC(=O)c2ccccc2)c1)c1cccc([N+](=O)[O-])c1 | 3 | 4 | 0.4 |
| COc1cc(/C=N/NC(=O)c2ccoc2C)cc(OC)c1O | -1 | 1 | 0.0 |
| CCCC(=O)Nc1ccc(-c2ccc(NC(=O)CCC)cc2)cc1 | -8 | -1 | 0.4 |
| CC(=O)NC1C(OCc2ccccc2)OC(CO)C(OC(C)=O)C1OC(C)=O (centres undefined) | 0 | 1 | -0.1 |
| S=C(NCCN1CCOCC1)Nc1ccc(Cl)cc1 | 10 | 7 | 0.4 |
| CCC(C)c1ccccc1OCCOCCN1CCCC1 (centres undefined) | 1 | 0 | 0.0 |
| O=C(Oc1cc(Cl)ccc1Cl)c1ccc(N2CCOCC2)c([N+](=O)[O-])c1 | 8 | -10 | 0.0 |
| COc1ccc(C(=O)N(CC2CCCO2)C(C(=O)NCCC(C)C)c2ccc(C)cc2)cc1OC (centres undefined) | 2 | -11 | 0.4 |
| O=C(NCC1OCCc2ccccc21)c1ccc(NC(=O)c2ccc(Cl)cc2)cc1 (centres undefined) | -4 | 1 | 0.1 |
| COc1ccc2c(c1OC)C(=O)OC2Nc1nc(-c2ccc(-c3ccccc3)cc2)cs1 (centres undefined) | -3 | -5 | 0.0 |
| COC(=O)C1=NN(c2ccccc2)C2C(=O)N(c3ccccc3OC)C(=O)C12 (centres undefined) | 3 | -1 | 0.0 |
| CCCc1cc(C(=O)NNC(=S)Nc2cccc(C)c2)cs1 | -13 | -2 | 0.2 |
| CSC(=N/N=C(\N)c1cnccn1)SC | 0 | 4 | 0.0 |
| Cc1ccc(-c2ccc(SCC(=O)Nc3ccc4c(c3)OCCO4)nn2)cc1 | 21 | -4 | 0.0 |
| Cc1cc2c(=O)[nH]c(Cc3ccccc3)nc2s1 | 13 | 0 | 0.6 |
| Cc1ccc(C(=O)Nc2ccc([N+](=O)[O-])cn2)o1 | -5 | -13 | 0.1 |
| COc1ccc(NC(=O)C(NC(=O)c2ccc(=O)[nH]c2)c2ccccc2)cc1 (centres undefined) | -4 | -3 | 0.3 |
